# Bioassay records (PubChem BioAssay)
# CHRM1 agonist: agonists of human M1 muscarinic receptor | P11229 | CHO-K1 hM1, Fluo-8 calcium fluorescence, agonist mode; 0% DMSO, 100% acetylcholine EC100 | activation, % at 3 µM | 0.33% of 360,000 active | AID 588814;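 active = activation above the run's mean compound activation plus 3 SD, cut at about 16% in these data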;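 note: peak over basal fluorescence ratio within a 140 s kinetic read after compound addition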
# CHO parental Ca: signal in parental CHO cells, OX1R antagonist counter-screen; inhibition, % at 5.6 µM; 0.63% of 330,000 active; AID 463079; parental CHO-K1, ATP-induced calcium, Fluo-8 fluorescence;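 active = inhibition above that plate's mean sample inhibition plus 3 SD, cut at about 26% in these data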;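 note: 0% = ATP-challenged DMSO wells and 100% = DMSO wells without ATP; some compounds past the cut are filed as inactive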
#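 Assay system: parental CHO cells; Read-out basis: percent inhibition of ATP-evoked calcium rise, normalized to controls; Benchmarks: ATP and no-ATP DMSO wells; Compound dosing: single nominal dose of 5.6 µM per compound; Signal: Fluo-8 calcium dye fluorescence; Also added: ATP as calcium-mobilizing challenge; Repeats: singlicate.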
# CHO-K1 Ca antag: M1 antagonist counterscreen hit in parental CHO-K1 cells; ATP-induced calcium, Fluo-8 fluorescence; inhibition, % at 3 µM; 0.6% of 360,000 active; AID 602250;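 active = inhibition above a per-plate cutoff, the plate's mean sample inhibition plus 3 SD, cut at about 24% in these data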;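 note: 0% = DMSO plus EC80 ATP and 100% = DMSO alone without ATP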
# CHRM1 PAM: human CHRM1 positive allosteric modulation. CHO-K1 hM1, Fluo-8 calcium fluorescence, ACh EC20; 0% = ACh EC20, 100% = maximal ACh. 0.088% of 360,000 active. activation, % at 3 µM. P11229. AID 588819; in the data active = activation above about 19%, passing the limit was not always enough
# CHO-K1 Ca ag: counter-screen for M1 agonists: effect in parental CHO-K1 cells. Fluo-8 calcium fluorescence; scaled to maximal ATP response, vehicle zero. activation, % at 3 µM. 0.48% of 360,000 active. AID 602248; in the data active = activation above about 15%;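 note: untransfected CHO-K1 host cells lacking M1 receptor as counterscreen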
# M1 antag: blocks human M1 muscarinic receptor | P11229 | CHO-K1 hM1, Fluo-8 calcium fluorescence, ACh EC80 antagonist | inhibition, % at 3 µM | 1.3% of 360,000 active | AID 588852;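 active = percent inhibition above its own plate's cutoff, namely the mean of that plate's compound wells plus 3 SD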;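 note: peak over basal fluorescence ratio during 140 s after agonist addition; 0% = ACh EC80 plus DMSO and 100% = DMSO alone without agonist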
# OXTR potentiator: potentiators of human oxytocin receptor; P30559; CHO-OTR cells, Fluo-8 calcium fluorescence, potentiator mode; 0% = oxytocin EC15, 100% = EC100; activation, % at 3 µM; 0.061% of 320,000 active; AID 2445;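 active = activation above that plate's cutoff, the mean activation of tested compounds plus 3 SD, cut at about 6.6% in these data, passing the limit was not always enough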;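 note: 100% uses oxytocin at 75 nM as the full agonist control; some results filed as inactive read as strong as hits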
# Target sequence (P30559 whole entry, looked up): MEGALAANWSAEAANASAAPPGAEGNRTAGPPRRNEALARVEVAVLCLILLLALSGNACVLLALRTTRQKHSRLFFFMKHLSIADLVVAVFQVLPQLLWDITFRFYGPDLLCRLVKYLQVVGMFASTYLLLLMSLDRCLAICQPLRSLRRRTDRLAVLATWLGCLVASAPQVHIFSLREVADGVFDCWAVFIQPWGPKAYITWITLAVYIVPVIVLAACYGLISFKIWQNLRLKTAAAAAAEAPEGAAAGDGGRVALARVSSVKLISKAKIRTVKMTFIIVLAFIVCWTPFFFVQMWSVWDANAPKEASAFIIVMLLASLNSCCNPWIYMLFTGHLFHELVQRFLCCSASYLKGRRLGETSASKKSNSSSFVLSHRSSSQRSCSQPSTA
#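 assay system = CHO-OTR cells, human receptor | schedule = compound 6 min at room temperature before oxytocin, 100 s read | detection = Fluo-8 intracellular calcium fluorescence, ex 470-495, em 515-575 nm | evaluation = normalized max/min fluorescence ratio, % activation | control set = EC15 oxytocin alone as 0%, 75 nM oxytocin (EC100) as 100%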
# CHRM4 agonist: agonists of human muscarinic M4 receptor (CHRM4). CHO-K1 hM4/Gqi5, Fluo-8 calcium fluorescence; vehicle 0%, full acetylcholine response 100%. activation, % at 3 µM. AID 624127. 0.14% of 360,000 active. P08173;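 active = activation above the run mean over all test wells plus 3 SD, cut at about 32% in these data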;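 note: peak over basal fluorescence ratio per well then scaled between controls; 0% = DMSO wells and 100% = acetylcholine at EC100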
# Target sequence (P08173 whole entry, looked up): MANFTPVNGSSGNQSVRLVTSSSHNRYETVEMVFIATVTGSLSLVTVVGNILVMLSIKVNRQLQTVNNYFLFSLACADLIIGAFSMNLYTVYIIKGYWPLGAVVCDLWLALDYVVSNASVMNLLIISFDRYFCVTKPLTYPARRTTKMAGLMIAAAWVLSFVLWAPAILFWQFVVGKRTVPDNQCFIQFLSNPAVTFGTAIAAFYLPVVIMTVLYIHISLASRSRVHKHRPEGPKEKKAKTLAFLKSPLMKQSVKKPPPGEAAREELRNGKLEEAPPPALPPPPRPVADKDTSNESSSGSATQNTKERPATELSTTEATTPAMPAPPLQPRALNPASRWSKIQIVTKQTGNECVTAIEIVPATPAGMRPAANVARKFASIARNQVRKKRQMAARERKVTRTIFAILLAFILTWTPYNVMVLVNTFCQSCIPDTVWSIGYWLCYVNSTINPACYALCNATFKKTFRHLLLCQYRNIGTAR
# M4 antag: antagonists of human muscarinic M4 receptor (CHRM4) | P08173 | CHO-hM4 cells, ACh EC80, Fluo-8 calcium fluorescence | inhibition, % at 3 µM | 0.73% of 360,000 active | AID 624125;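 active = inhibition above its plate's cutoff, the mean inhibition of sample wells plus 3 SD, cut at about 27% in these data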;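 note: 0% = acetylcholine EC80 with DMSO and 100% = DMSO without agonist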
# Starred values were filed as active, the others as inactive; · = no result given.
SMILES,CHRM1 agonist,CHO parental Ca,CHO-K1 Ca antag,CHRM1 PAM,CHO-K1 Ca ag,M1 antag,OXTR potentiator,CHRM4 agonist,M4 antag
Cc1c(Cl)cccc1N1C(=O)CC(NNC(=O)c2cccs2)C1=O (stereo not given),-1,-3,2,14,0.4,-8,-7,0,3
COc1ccc(C(=O)NNC(=S)NC(=O)/C=C/c2cccs2)cc1,-8,1,-8,3,-0.2,-3,-7,0,5
Cc1ccc(NC(=O)c2ccccc2Br)cc1S(=O)(=O)N(C)C,-7,-11,-11,5,0.3,0,-15,-1,-21
CCC(C)c1ccccc1N1CC(C(=O)Nc2ccc(S(=O)(=O)N3CCOCC3)cc2)CC1=O (stereo not given),-1,-9,6,16,-0.4,-18,-8,1,-16
CCCCc1c(-c2ccccc2OC)ncn1CCc1cccc(OC)c1,·,·,-7,·,12,·,·,19,0
CN(CCOc1ccc(-c2ccn(S(=O)(=O)c3cccc4ccccc34)n2)cc1)c1ccccn1,-2,-6,-10,6,0.2,-8,-6,1,-1
COc1ccc(N(CC(O)CN2C(=O)NC(C)(C)C2=O)S(=O)(=O)c2ccccc2)cc1 (stereo not given),-6,-12,-6,9,0.5,-6,0,1,-16
O=C(c1ccccc1)c1cccn1CC(=O)N1CCN(C2CCCCC2)CC1,-2,-24,-4,13,0.6,-20,-19,0,6
COC(=O)C1=C(C(=O)OC)C2C=CC1C1C(OC(C)=O)C(OC(C)=O)C21 (stereo not given),0,·,5,-1,0.2,-10,·,1,3
CCc1ccccc1N(CC(=O)Nc1cccnc1)S(=O)(=O)c1ccccc1,-2,-18,-6,12,9.7,-11,-11,6,-7
COc1ccc(NC(=O)Cc2ccsc2)c(OC)c1,-5,-19,-16,9,2.1,-4,0,2,3
COc1ccc(/C(C)=N/Nc2nc(C)cc(-c3ccccc3)n2)cc1,-5,-10,-9,3,0.7,-4,-4,2,-18
CCn1cc(/C=C(\NC(=O)c2cc(OC)c(OC)c(OC)c2)C(=O)NCCCN2CCOCC2)c2ccccc21,-1,-11,-14,1,0.2,5,2,1,-9
O=C(NCC(=O)N(c1ccc2c(c1)OCCO2)C(C(=O)NC1CCCC1)c1ccco1)c1ccco1 (stereo not given),-2,-5,-5,1,2.6,-1,0,9,-16
COc1ccc(N=Cc2c(O)[nH]c3ccccc23)cc1,-3,-24,-8,1,0.7,-4,-4,2,-5
CC(C)Oc1cccc(C(=O)N/N=C/c2coc3ccccc3c2=O)c1,-3,·,4,5,1.2,-6,·,1,11
CC1CN(S(=O)(=O)c2cc(C(=O)N(CCc3ccccc3)Cc3ccccc3)ccc2Cl)CC(C)O1 (stereo not given),-6,-16,-14,-1,-0.2,10,-15,7,11
COc1ccc(NC(=S)NCc2cccs2)cc1OC,-2,-11,-6,9,0.5,-15,-4,2,4
CCCCNC(=O)C1C2C=CC(C2)C1C(=O)O (stereo not given),-8,-4,-5,16,0.0,4,1,0,0
CCN(CC)CCNC(=O)c1cn(CCOC)c(=O)c2c1c1ccccc1n2C,-9,-15,-9,0,1.7,17,-9,1,-6

# Record cards, as listed above.
# Record of `COc1ccc(NC(=O)Cc2ccsc2)c(OC)c1` → CHRM1 agonist = -5; CHO parental Ca = -19; CHO-K1 Ca antag = -16; CHRM1 PAM = 9; CHO-K1 Ca ag = 2.1; M1 antag = -4; OXTR potentiator = 0; CHRM4 agonist = 2; M4 antag = 3
# Record of `CCCCc1c(-c2ccccc2OC)ncn1CCc1cccc(OC)c1` → CHRM1 agonist = ·; CHO parental Ca = ·; CHO-K1 Ca antag = -7; CHRM1 PAM = ·; CHO-K1 Ca ag = 12; M1 antag = ·; OXTR potentiator = ·; CHRM4 agonist = 19; M4 antag = 0
# Record of `CCCCNC(=O)C1C2C=CC(C2)C1C(=O)O` (stereo not given) → CHRM1 agonist = -8; CHO parental Ca = -4; CHO-K1 Ca antag = -5; CHRM1 PAM = 16; CHO-K1 Ca ag = 0.0; M1 antag = 4; OXTR potentiator = 1; CHRM4 agonist = 0; M4 antag = 0

# Back to the main list with the seven entries that preceded the break.
SMILES,CHRM1 agonist,CHO parental Ca,CHO-K1 Ca antag,CHRM1 PAM,CHO-K1 Ca ag,M1 antag,OXTR potentiator,CHRM4 agonist,M4 antag
O=C(NCC(=O)N(c1ccc2c(c1)OCCO2)C(C(=O)NC1CCCC1)c1ccco1)c1ccco1 (stereo not given),-2,-5,-5,1,2.6,-1,0,9,-16
COc1ccc(N=Cc2c(O)[nH]c3ccccc23)cc1,-3,-24,-8,1,0.7,-4,-4,2,-5
CC(C)Oc1cccc(C(=O)N/N=C/c2coc3ccccc3c2=O)c1,-3,·,4,5,1.2,-6,·,1,11
CC1CN(S(=O)(=O)c2cc(C(=O)N(CCc3ccccc3)Cc3ccccc3)ccc2Cl)CC(C)O1 (stereo not given),-6,-16,-14,-1,-0.2,10,-15,7,11
COc1ccc(NC(=S)NCc2cccs2)cc1OC,-2,-11,-6,9,0.5,-15,-4,2,4
CCCCNC(=O)C1C2C=CC(C2)C1C(=O)O (stereo not given),-8,-4,-5,16,0.0,4,1,0,0
CCN(CC)CCNC(=O)c1cn(CCOC)c(=O)c2c1c1ccccc1n2C,-9,-15,-9,0,1.7,17,-9,1,-6
CCOC(=O)C1=C(C)N(C[C@@H]2CC[C@@H](Cc3ccc4cc(OC)ccc4c3)O2)C(=O)NC1c1ccccc1 (stereo not given in full),-4,-25,-17,-3,0.9,3,·,-1,-7
Cc1ccc(-n2nnnc2SCC(=O)c2c(N)n(C3CC3)c(=O)[nH]c2=O)c(C)c1,2,-20,-14,11,2.7,-9,4,1,-10
O=C1Nc2ccccc2C(=O)N2[C@H](c3ccc(F)cc3)[C@@H]3C(=O)N(Cc4ccccc4)C(=O)[C@@H]3[C@H]12,36*,-13,17,8,1.1,16,-10,5,-1
O=C1CSC(=Nc2ccccc2Cl)N1,4,-7,2,10,0.5,-13,-4,-1,-4
CCOC(=O)COc1nc2c(c(-c3ccco3)c1C#N)CCc1ccccc1-2,-6,-18,-11,-4,0.6,-4,-4,0,0
CCOc1cc(NC(=O)c2ccco2)c(OCC)cc1NC(=O)Cc1ccc(OC)c(OC)c1,-7,-12,10,-3,0.0,2,-2,-1,6
CC(C)c1ccc(C2/C(=C(\O)c3ccc4c(c3)OCCO4)C(=O)C(=O)N2CCN2CCOCC2)cc1 (stereo not given),2,-6,8,16,0.0,-11,-3,1,-1
CCOc1ccc(Cn2nnc(C(=O)NCCc3ccc(Cl)cc3)c2N)cc1,-3,-5,-4,2,-0.1,-7,-6,0,7
O=c1cc(Nc2ccc3c(c2)OCO3)[nH]c(=O)n1-c1ccc(Br)cc1,2,-10,5,6,1.4,-4,-3,1,11
Cc1cnc(NC(=O)C2CC(=O)N(c3cccc(Cl)c3)C2)s1 (stereo not given),-2,-11,6,2,0.6,1,-3,0,4
O=C(CN1CCCCC1)NC(=O)NC1CCCC1,-10,-9,3,10,13,2,-4,0,3
CCc1ccc(NC(=O)c2onc(C)c2Cl)cc1,-2,-7,-11,10,0.5,-12,4,0,0
CCOC(=O)N1CCN(C(=O)CSc2ccc3nnc(-c4cccnc4)n3n2)CC1,-7,2,-18,9,2.6,-11,-3,9,-5
COc1ccccc1C(O)c1nccn1C (stereo not given),-6,-9,-9,3,0.4,-2,-1,1,-10
Cc1cc(C)nc(Nc2ccc(O)cc2)n1,-5,2,-6,10,5.1,-9,-11,0,-5
C=C1CN(Cc2ccccc2)S(=O)(=O)c2ccccc21,-6,-9,-6,-2,-0.8,-1,1,2,-5
O=C(NC1CCCC1)c1csc2c1CCCC2,-12,-16,-16,11,-1.0,-19,1,0,2
COC(=O)c1c(C)nc2ccccc2c1-c1ccccc1,-6,-11,-6,5,0.3,4,-1,-1,2
O=C(CCCN1C(=O)/C(=C/c2cccc(Br)c2)SC1=S)N1CCOCC1,-2,-10,-12,5,0.8,-2,-15,1,-1
COc1ccc(/C=C2/SC(=S)N(CCC(=O)Nc3cccnc3)C2=O)cc1OC,0,·,-8,7,1.8,-16,·,0,-11
Cc1ccc2c(cnn2C(=O)CCC(=O)NC2CCCCC2)c1,-3,-8,-19,8,1.2,-8,-2,1,-5
COCCNC(=S)N/N=C(\C)c1ccc(Cl)c(Cl)c1Cl,-8,-9,-13,2,4.0,-2,-21,1,5
O=c1cc(-c2ccc(O)c(O)c2)oc2cc(O[C@@H]3O[C@H](CO)[C@@H](O)[C@H](O)[C@H]3O)cc(O)c12,-4,-6,-9,8,0.7,-4,-3,0,-6
CC(/C=C/C=C/c1ccccc1)=N/NC(=O)CNc1ccccc1C,-2,-7,-7,-2,0.8,10,-9,1,-6
CC(=O)Nc1cc(C(=O)OCC(=O)c2ccc(C)cc2)ccc1C,-6,-8,-13,8,1.2,-12,-3,3,-17
O=C(O)CSc1c2c(nc3cc(C(=O)Nc4ccc(F)c(Cl)c4)ccc13)CCCC2,-1,5,-9,6,0.4,-9,-4,1,4

# Rows were taken by chance; 2.9% or so of the library scored in one or more.
